D1 antagonist – Antagonist of Human D 1 Dopamine Receptor: qHTS. D(1A) dopamine receptor (Homo sapiens), P21728. HEK293 TREx D1 cells, calcium flux, dopamine EC80; active compounds read low. activity change, negative = inhibition, % at 10 µM. hit rate 3.2% among 360,000. AID 504652, 2011; in the data active = activity change below about -30%; note: % is set by controls: 0 for no effect and ±100 for the full control effect
Target sequence (P21728 whole entry, looked up): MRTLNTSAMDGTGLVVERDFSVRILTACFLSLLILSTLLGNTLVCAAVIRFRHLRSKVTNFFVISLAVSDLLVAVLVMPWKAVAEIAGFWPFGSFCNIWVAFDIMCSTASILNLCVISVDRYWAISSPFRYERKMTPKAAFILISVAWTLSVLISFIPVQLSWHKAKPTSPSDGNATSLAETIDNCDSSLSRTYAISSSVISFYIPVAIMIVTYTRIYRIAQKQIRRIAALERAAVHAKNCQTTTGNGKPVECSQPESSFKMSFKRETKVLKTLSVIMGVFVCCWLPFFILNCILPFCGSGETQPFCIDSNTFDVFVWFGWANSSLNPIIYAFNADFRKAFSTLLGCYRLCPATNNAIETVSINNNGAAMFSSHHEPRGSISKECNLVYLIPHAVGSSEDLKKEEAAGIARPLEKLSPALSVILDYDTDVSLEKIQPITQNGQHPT
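Calcium flux readout: force-coupled, inducible Hek293 Trex D1 line, cells induced overnight at 30 C with tetracycline, dye-loaded 30–90 min at RT. Antagonism scored against EC80 dopamine challenge given 180 s after compound.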
D1 ag – Allosteric Agonists of the Human D1 Dopamine Receptor: qHTS | D(1A) dopamine receptor (Homo sapiens), P21728 | HEK293 T-REx D1 cells, calcium flux, agonist mode | activation, % at 2 µM | hit rate 1% among 360,000 | AID 504660, 2011; in the data active = activation above about 30%; note: 0% is about no effect
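Tetracycline-induced HEK293 TREx D1 cells, force-coupled to calcium signalling, were dye-loaded with a no-wash calcium kit. Compound was pin-added after a 10 s baseline. Fluorescence was read kinetically at 1 cycle/s for 180 s, with calcium rises flagged as agonism.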
LDHA inh – qHTS assay for inhibitors of human lactate dehydrogenase; L-lactate dehydrogenase A chain (Homo sapiens), P00338; purified LDHA, NADH/diaphorase-resazurin fluorescence; active compounds read low; activity change, % (values are at about 110 or 230 µM); hit rate 0.15% among 480,000; in the data active = activity change below about -30%; inconclusive = mostly about -25% to -30%;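 note: plate controls were DMSO wells for no effect and wells without enzyme for full effect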
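LDH5 2 nM; NADH 0.06 mM, pyruvate 0.2 mM; 200 mM Tris pH 7.4, EDTA, Tween-20; 5 min RT. Detection: diaphorase 0.133 mg/mL + resazurin 37 µM, fluorescence ex540/em590 at 0 and 20 min; normalized to enzyme-free and DMSO wells.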
GRP78 ERSR act – qHTS for Inducers of the Endoplasmic Reticulum Stress Response (ERSR) in Human Glioma: qHTS. U87-MG GRP78 promoter luciferase reporter, 16 h. Potency, µM, inactives show at the top dose activation, hits mostly activators. hit rate 0.02% among 420,000. AID 602332, 2012; note: potency is the fitted concentration of half-maximal effect; series mostly up to about 76 µM; % of control where 0% means no effect; nearly all actives have a fitted effect of over 35% in size
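Stably transfected U87-MG glioma cells carrying a GRP78-based luciferase sensor; 16 h compound incubation. Luminescence end-point read 10 min after Bright-Glo addition at room temperature.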
D2 PAM – HTS Assay for Positive Allosteric Modulators of the Human D2 Dopamine Receptor: Primary Screen for Potentiators; potentiation, % at 10 µM; HEK293 T-REx D2, calcium flux, EC20 dopamine potentiation; D(2) dopamine receptor (Homo sapiens), P14416; hit rate 0.34% among 340,000;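 active = potentiation over 3 SD above the plate norm, cut at about 30% in these data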; note: 0% is about no effect
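Potentiation of an EC20 dopamine calcium response is measured in a force-coupled, tetracycline-inducible Hek293 Trex D2 line. Compound-only kinetic reads over 180 s flag agonists before dopamine addition.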
RXFP1 agonist – qHTS Assay for Agonists of the Relaxin Receptor RXFP1 | Relaxin receptor 1 (Homo sapiens), Q9HBX9 | HEK293T-RXFP1 cAMP TR-FRET, 30 min; response scale: percent of porcine relaxin response, buffer zero | Potency, µM (titrated, usually from 57.5 µM), for the others: at the highest dose activation, most hits filed as activators | hit rate 0.3% among 370,000; note: potency is the fitted concentration of half-maximal effect; % is set by controls: 0 for no effect and ±100 for the full control effect; nearly all actives have a fitted effect of over 60% in size; many of its hits are not listed in these tables
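HEK293 cells stably expressing RXFP1, treated 30 min at 37C with compounds plus PDE4 inhibitor Ro 20174; cAMP measured by HTRF TR-FRET. Normalized to buffer and 29 nM porcine relaxin; EC50 by Hill fit.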
Vif-APOBEC3F blk – qHTS for Inhibitors of Vif-A3F Interactions: qHTS. HeLa A3F-eYFP + Vif (tagged APOBEC3F with the HIV-1 protein that degrades it), YFP fluorescence increase. Potency, µM (highest dose often 46.1 µM), for the others: top-dose activity, negative = active. hit rate 0.2% among 390,000. AID 602313, 2012; note: potency is the fitted concentration of half-maximal effect; % of control where 0% means no effect; nearly all actives have a fitted effect of over 65% in size
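HeLa cells stably expressing Vif plus C-terminally eYFP-tagged A3F were seeded, incubated overnight at 37 deg C, dosed with compound, incubated overnight again at 37 deg C. Yellow fluorescence (Ex 488/Em 500-530) reported blocked Vif-mediated A3F-eYFP degradation.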
D1 PAM – Potentiators of Human D1 Dopamine Receptor: qHTS. potentiation, % at 10 µM. AID 504651, 2011. hit rate 0.036% among 360,000. D(1A) dopamine receptor (Homo sapiens), P21728. HEK293 TREx D1 cells, calcium flux, dopamine EC20 potentiation; in the data active = potentiation above about 30%; note: 0% is about no effect
Vif-APOBEC3G blk – qHTS for Inhibitors of Vif-A3G Interactions: qHTS; DNA dC->dU-editing enzyme APOBEC-3G (Homo sapiens), Q9HC16; HeLa A3G-eYFP + Vif (tagged APOBEC3G with the HIV-1 protein that degrades it), YFP fluorescence, overnight; Potency, µM (series often up to 46.1 µM), for the others: top-dose activity, negative = active, hits mostly inhibitors; hit rate 0.076% among 410,000; AID 602310, 2012;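 note: potency is the fitted concentration of half-maximal effect; % is set by controls: 0 for no effect and ±100 for the full control effect; nearly all actives have a fitted effect of over 60% in size; hits raise eYFP signal because A3G escapes Vif-driven loss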
Target sequence (Q9HC16 whole entry, looked up): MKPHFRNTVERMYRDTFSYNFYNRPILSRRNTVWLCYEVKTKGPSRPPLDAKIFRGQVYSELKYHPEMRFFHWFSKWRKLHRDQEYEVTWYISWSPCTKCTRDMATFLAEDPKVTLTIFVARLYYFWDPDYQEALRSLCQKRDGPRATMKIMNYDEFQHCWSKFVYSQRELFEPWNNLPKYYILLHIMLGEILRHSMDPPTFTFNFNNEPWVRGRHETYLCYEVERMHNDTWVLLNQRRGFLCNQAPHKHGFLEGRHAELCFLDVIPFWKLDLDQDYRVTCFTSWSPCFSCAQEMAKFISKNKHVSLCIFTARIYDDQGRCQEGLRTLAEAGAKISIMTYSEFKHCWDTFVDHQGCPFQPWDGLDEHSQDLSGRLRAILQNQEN
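HeLa cells stably expressing Vif and C-terminally eYFP-tagged A3G, seeded overnight at 37 deg C, then exposed to compound by pintool overnight at 37 deg C. Rise in yellow fluorescence (Ex 488/Em 500-530, Acumen) marks blocked Vif-driven A3G degradation.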
Starred values were filed as active, the others as inactive; ? = inconclusive; · = not tested or not shown. Unless noted, calls come from the whole dose curve; as a rule, active = well fitted curve in the direction sought with a large enough effect; inconclusive = small, poorly fitted or top-dose-only effect, or another doubt; inactive = no such curve, though single readings can be large; an effect the other way counts as inactive or inconclusive.

cpd	Structure	D1 antagonist	D1 ag	LDHA inh	GRP78 ERSR act	D2 PAM	RXFP1 agonist	Vif-APOBEC3F blk	D1 PAM	Vif-APOBEC3G blk
1	CC(C)NC(=O)C1CCN(Cc2cnn(-c3ccccc3)c2-n2cccc2)CC1	-4	1	-2	-3%	-8	2.7%	-14%	-4	1%
2	COc1ccc(OC)c(NC(=O)CN(c2ccc(C)cc2)S(=O)(=O)c2c(C)n[nH]c2C)c1	14	2	-2	3%	7	0.9%	1%	-1	-15%
3	COC(=O)C(CC(=O)c1ccc(Cl)cc1)c1ccccc1 (configuration not stated)	·	·	2	-1%	·	·	-6%	·	-8%
4	COc1ccc(-n2nnc3c(=O)n(CC(=O)N4CCCCC4)cnc32)cc1	7	1	1	-5%	2	0.4%	2%	6	-1%
5	Cc1cccc(C)c1OCC(=O)Nc1cccc(NC(=O)c2ccco2)c1	-6	5	3	-2%	3	-0.6%	7%	-6	-4%
6	O=C(Cn1cc2c(n1)CCCC2)Nc1cc(-c2cccc(Cl)c2)no1	-12	2	-4	-2%	11	0.2%	2%	5	-13%
7	COc1ccc(-c2nnc(SCc3ccc(C(=O)O)cc3)n2C)cc1OC	-19	5	-6	-1%	12	-0.5%	2%	4	3%
8	O=C(NN=Cc1c(O)ccc2ccccc12)C1CC1	·	·	11	-4%	·	·	1%	·	-11%
9	CC(=O)Nc1ccc(NC(=O)COC(=O)C2CCCCC2)cc1	·	·	0	1%	·	·	0%	·	1%
10	COc1ccc(S(=O)(=O)N2Cc3ccccc3CC2C(=O)N2CCOCC2)cc1 (configuration not stated)	-12	3	-7	-1%	·	1.2%	1%	-1	1%
11	COc1ccccc1CN(C)C(=O)c1cc(-c2cccs2)nc2ccccc12	9	3	2	-8%	-13	5.2%	-1%	-2	0%
12	Cc1nnc(SCC(=O)NC2CCCC2)s1	3	5	-3	-2%	16	0.2%	4%	2	1%
13	Cc1cccc(OCC(=O)N/N=C\c2cc3c(cc2[N+](=O)[O-])OCO3)c1C	13	0	-5	-4%	21	1.0%	-3%	-6	1%
14	CCOc1ccccc1N1CC(C(=O)N2CCN(Cc3ccc(C#N)cc3)CC2)CC1=O (configuration not stated)	-12	-1	-3	-2%	0	0.2%	-4%	0	0%
15	CCOC(=O)c1sc2nc(-c3ccco3)c3c(c2c1N)CC(C)(C)OC3	13	1	11	?	1	4.3%	?	-4	-30%
16	NC(=O)NCC(=O)N1CCN(S(=O)(=O)c2ccc(Cl)s2)CC1	-23	1	-6	-3%	-7	0.2%	2%	-6	-5%
17	CS(=O)(=O)N1CCN(c2nc3ccc(Cl)cc3s2)CC1	-15	2	-6	5%	-1	8.6%	-8%	-3	-2%
18	O=c1c2cn[nH]c2[nH]c(=S)n1-c1ccccc1Cl	-7	3	-4	1%	-7	0.2%	3%	0	0%
19	COc1ccc(C(=O)NCc2ccc3c(c2)CCN3C(=O)c2ccc(F)cc2)cc1	-4	1	-7	-3%	-5	1.1%	1%	-1	0%
20	CC(C)(C)NS(=O)(=O)c1ccc(C(=O)Nc2ccc3c(c2)OCO3)cc1	-16	4	10	8%	3	-1.0%	5%	-15	-3%
21	Clc1ccc(OCCN2CCOCC2)cc1	-21	5	-4	-2%	-19	-1.0%	-7%	1	-1%
22	CCOc1ccc(C2CC(c3cccc(C)c3)n3ncnc3N2)cc1 (configuration not stated)	5	4	-1	-5%	-2	-0.9%	-2%	-1	-1%
23	C=CC[C@@H](CC(=O)N[C@H](CO)Cc1ccccc1)C(=O)N[C@H](COC(=O)[C@@H](CC=C)Cc1ccc(F)cc1)Cc1c[nH]c2ccccc12	·	·	-8	-6%	·	·	-18%	·	-11%
24	CCc1nnc(NC(=O)CSc2ncc(-c3ccccc3)n2C)s1	7	0	-1	3%	11	0.0%	11%	-1	1%
25	CC(=O)C1=C(C)N2CCN=C2S1	-11	2	-14	-2%	1	-3.5%	-16%	4	1%
26	COc1ccc2c(c1)OC/C(=C/c1cccs1)C2=O	-3	5	-10	-2%	4	-0.6%	-6%	-3	-4%
27	Cc1ccc(S(=O)(=O)N(C)C)cc1NC(=O)C(C)OC(=O)C1CCCC1 (configuration not stated)	16	3	-7	-3%	18	0.0%	8%	-1	1%
28	COCc1cc(C)nc(OCC(=O)N/N=C/c2ccc(OC)c(O)c2)c1C#N	22	-1	-1	-6%	-7	-1.4%	-5%	1	0%
29	COc1ccc2cc3cc(C(=O)NCCc4ccc(OC)c(OC)c4)oc3nc2c1	1	6	-4	-3%	-4	-1.3%	5%	-7	-7%
30	O=C(COC(=O)c1cc(S(=O)(=O)N2CCOCC2)c(Cl)cc1Cl)Nc1ncc(C(F)(F)F)cc1Cl	-18	2	-4	1%	0	-1.7%	-4%	-2	1%
31	CCC1=NN2C(=N)/C(=C\c3cccn3-c3ccc(C)cc3C)C(=O)N=C2S1	3	1	2	-2%	1	-0.9%	-3%	4	?
32	O=C(Nc1nccs1)c1ccc(Cl)cc1[N+](=O)[O-]	-6	0	3	1%	1	0.0%	7%	2	1%
33	COc1ccc(N2C(=O)CC(Sc3nc(C)c4c(n3)CCCC4)C2=O)cc1 (configuration not stated)	8	1	-5	3%	8	5.8%	-3%	1	?
34	CCOc1ccc(/C=N/NC(=O)C(O)c2ccccc2)c(O)c1 (configuration not stated)	-33*	0	1	2%	-2	-0.5%	11%	-2	-11%
35	O=c1c2ccccc2[nH]c(=S)n1Cc1ccc2c(c1)OCO2	23	0	-3	-3%	·	?	13%	11	1%
36	CSCCC(NC(=O)/C(=C/c1ccc(F)cc1)NC(C)=O)C(=O)O (configuration not stated)	-10	3	-1	-1%	-3	3.8%	-3%	-6	1%
37	O=C1CC(SC(=Nc2ccccc2)Nc2ccccc2)C(=O)N1c1ccc(Cl)c(Cl)c1 (configuration not stated)	-10	6	0	-3%	-12	0.3%	-25%	-15	8%
38	CCOC(=O)Cn1c(=N)n(CCOc2cccc(C)c2)c2ccccc21	-3	14	-7	-16%	2	0.9%	-11%	-2	1%
39	COc1ccccc1N(C)S(=O)(=O)c1ccc(C(=O)Nc2nnc(C)s2)cc1	-13	3	0	-4%	-1	0.6%	6%	0	0%
40	Cc1ccc(-c2nn3c(C)nnc3s2)cc1NC(=O)c1ccco1	6	2	-6	-6%	-3	15%	-7%	-2	1%
41	COC(=O)C1CCN(CC(=O)NC(=O)NC2CCCCC2)CC1	5	13	-7	-2%	·	4.6%	?	3	5%
42	O=C1C(=O)N(Cc2cccnc2)C(c2ccc(Br)cc2)/C1=C(\O)c1ccc2c(c1)OCCO2 (configuration not stated)	13	3	-2	9%	-6	?	-1%	-1	0%
43	Cc1ccc(S(=O)(=O)c2cn(Cc3ccccc3)c3cc(N4CCOCC4)c(F)cc3c2=O)cc1	9	-2	2	0%	4	3.9%	0%	-2	-4%
44	CC(NC(=O)c1ccccc1)c1nc2ccccc2n1Cc1ccccc1F (configuration not stated)	4	12	·	·	·	-1.2%	·	-3	·
45	O=C(O)c1cc(NCc2ccccc2C(F)(F)F)ccc1N1CCOCC1	2	2	10	1%	-10	2.8%	2%	-1	3%
46	Cc1ccc2[nH]c(=O)c(CN(c3cccc(C)c3C)S(=O)(=O)c3ccccc3)cc2c1	7	3	-12	-1%	-7	14%	3%	0	-18%
47	O=C(O)c1ccc(OCCOc2ccccc2)cc1	5	3	0	1%	·	-3.5%	-9%	-6	0%
48	c1csc(CNCCCN2CCOCC2)c1	0	1	-1	-2%	3	-4.8%	-3%	-2	4%
49	CC(C)CCC(C)NC(=O)CN1C(=O)NC(C)(c2ccc3ccccc3c2)C1=O (configuration not stated)	-9	0	-4	-2%	2	0.3%	2%	9	0%
50	CC(C)(C)c1ccc(/C([O-])=C(/C(=S)NCc2ccco2)[n+]2ccccc2)cc1	13	0	·	·	1	25µM*	·	1	·

Next structures follow:
cpd	Structure	D1 antagonist	D1 ag	LDHA inh	GRP78 ERSR act	D2 PAM	RXFP1 agonist	Vif-APOBEC3F blk	D1 PAM	Vif-APOBEC3G blk
51	CNc1nc(NC)c2cn[nH]c2n1	·	·	2	-3%	·	·	-28%	·	-1%
52	CCOC(=O)c1cc2c(ccn2-c2ccc(F)cc2)n1CC(=O)N(CC)CC	-8	2	4	0%	10	0.3%	-11%	0	-3%
53	COc1ccc(-c2csc3ncnc(N4CCN(c5ccccc5)CC4)c23)cc1	1	1	-5	-3%	6	3.5%	-4%	-2	0%
54	O=C(OCc1nnc(-c2ccccc2Br)o1)c1ccco1	·	·	1	-3%	·	·	?	·	4%
55	C=CCN(c1ccccc1)S(=O)(=O)c1ccc2c(c1)NC(=O)C(C)S2 (configuration not stated)	3	1	-15	-3%	-3	-4.2%	5%	1	-4%
56	CNC(=O)CN1C(=O)COc2ccc(S(=O)(=O)N3CCC(C)CC3)cc21	-2	1	0	-2%	-3	-0.7%	-2%	-2	4%
57	C=CCN(C(=O)c1ccc(Cl)cc1)c1ccccc1C(=O)NCC(=O)O	-6	3	-1	-2%	0	0.6%	14%	-1	0%
58	COc1ccccc1CC(=O)Nc1cccc(F)c1	-5	2	-10	3%	·	3.4%	4%	-2	3%
59	CCN(CC)S(=O)(=O)c1ccc(C)c(NC(=O)CSc2nnnn2C)c1	·	·	-9	-4%	·	·	-6%	·	2%

High-throughput results (PubChem)

Not all compounds are listed (hit frequency here may not be typical).
